tuberculosis growth: growth inhibition of non-replicating M. tuberculosis (AID 488890) | Mycobacterium tuberculosis non-replicating, growth inhibition; higher % means a stronger effect | inhibition, % at 25 µM, or IC50 in µM where a hit was titrated | 0.39% of 320,000 active; in the data active = a potency from the dose series; inconclusive = inhibition mostly from about 82% at the one dose, without a potency; inactive = the rest, 99 in 100 with inhibition below about 76%;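 also: plate controls were DMSO cells for no effect and high antibiotic wells for full effect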
inhibitors of VEEV: inhibitors of VEEV TC-83 cytopathic effect, confirmation, Vero cells (AID 588727). 0.13% of 350,000 active. Vero cells, VEEV TC-83 cytopathic effect inhibition; higher % means a stronger effect. inhibition, % at 20 µM; hits with a dose series show IC50 in µM; in the data active = a potency from the dose series; inconclusive = inhibition mostly from about 14% at the one dose, without a potency; inactive = the rest, 99 in 100 with inhibition below about 12%; also: strong numbers were not always called active
Salmonella PhoP GFP: PhoP regulon inhibitors, Salmonella typhi PhoP promoter GFP reporter, confirmatory (AID 1850) | Salmonella Typhi PhoP-promoter GFP reporter, fluorescence, 4 h; higher % means a stronger effect | inhibition, % at 50 µM; hits with a dose series show IC50 in µM | 0.33% of 310,000 active; in the data active = a potency from the dose series; inconclusive = inhibition mostly from about 25% at the one dose, without a potency; inactive = the rest, 99 in 100 with inhibition below about 19%;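 also: 0% = induced wells with vehicle and 100% = uninduced wells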
influenza NS1A: H1N1 influenza NS1A inhibitors, functional cell based assay (AID 504329); NS1A functional cell-based assay, percent inhibition; higher % means a stronger effect; one-dose inhibition, % at 12.5 µM; IC50 in µM for titrated hits; 0.3% of 340,000 active; in the data active = a potency from the dose series; inconclusive = inhibition above about 27% without an active follow-up result; also: strong numbers were not always called active
M. tuberculosis HTS: M. tuberculosis growth inhibition, HTS (AID 449762) | M. tuberculosis H37Rv growth inhibition, 7H9 media; higher % means a stronger effect | inhibition, % at 25 µM; hits with a dose series show IC50 in µM | 0.59% of 330,000 active; in the data active = a potency from the dose series; inconclusive = inhibition above about 70% without an active follow-up result;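 also: bacterial growth assessed after seven days of incubation; strong numbers were not always called active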
inhibitors of VEEV 10K pilot screen: further read-out of inhibitors of VEEV, marked with its call; inhibition, %; measured here: 10K pilot screen inhibition
Starred values were filed as active, the others as inactive.

How did Cn1cnnc1SCC(=O)Nc1ccc2nc(SCc3ccccc3F)sc2c1 do in these assays?
tuberculosis growth: 25%; inhibitors of VEEV: 2.4%; Salmonella PhoP GFP: 16%; influenza NS1A: 1%; M. tuberculosis HTS: 13%

How did CC(C)(C)c1ccc(C(=O)N2CCCCCC2=O)cc1 do in these assays?
tuberculosis growth: 0%; inhibitors of VEEV: 2.3%; Salmonella PhoP GFP: 5%; influenza NS1A: 3%; M. tuberculosis HTS: -10%

What do the screens show for `CCOC(=O)/C=C/C(=O)N1CCN(C(=O)/C=C/C(=O)OCC)CC1`?
tuberculosis growth: 45%; inhibitors of VEEV: 0.6%; Salmonella PhoP GFP: 0%; influenza NS1A: 12%; M. tuberculosis HTS: 1%

What do the screens show for `CC(=O)Nc1ccc(S(=O)(=O)N(C)CC(=O)NC2CCCC(C)C2C)cc1` (stereo not drawn)?
tuberculosis growth: 23%; inhibitors of VEEV: 2.6%; Salmonella PhoP GFP: 9%; influenza NS1A: -2%; M. tuberculosis HTS: 1%

Results for CC12CCC(=O)N1C(C(=O)Nc1ccc(S(=O)(=O)N3CCCCC3)cc1)CS2 (stereo not drawn) ?
tuberculosis growth: -3%; inhibitors of VEEV: 2.6%; Salmonella PhoP GFP: 4%; influenza NS1A: -14%; M. tuberculosis HTS: -4%

How did CC(=O)CCS(=O)(=O)c1ccc(NC(C)=O)cc1 do in these assays?
tuberculosis growth: -11%; inhibitors of VEEV: 0.5%; Salmonella PhoP GFP: 2%; influenza NS1A: -5%; M. tuberculosis HTS: -12%

Results for CCN(c1ccccc1)C1(O)C(=O)c2ccccc2C1=O ?
tuberculosis growth: -11%; inhibitors of VEEV: 0.5%; Salmonella PhoP GFP: 3%; influenza NS1A: -10%; M. tuberculosis HTS: -1%

Results for COc1cc(OC)c(N(C)S(=O)(=O)c2cccc(C(=O)OCC(=O)c3c[nH]c4ccccc34)c2)cc1Cl ?
tuberculosis growth: -8%; inhibitors of VEEV: 6.9%; Salmonella PhoP GFP: -2%; influenza NS1A: 3%; M. tuberculosis HTS: 4%

What do the screens show for `O=C(C1=C[C@@H](c2ccc(C(F)(F)F)cc2)C[C@@H](OCc2ccc(CO)cc2)O1)N1CCN(Cc2ccccc2)CC1`?
tuberculosis growth: 31%; inhibitors of VEEV: 0.7%; Salmonella PhoP GFP: 1%; influenza NS1A: -3%; M. tuberculosis HTS: 5%; inhibitors of VEEV 10K pilot screen: 0.5

Results for Cc1csc(NC(=O)CSc2ncnc3c2cnn3-c2ccccc2Cl)n1 ?
tuberculosis growth: 25%; inhibitors of VEEV: 8.5%; Salmonella PhoP GFP: 12%; influenza NS1A: 7%; M. tuberculosis HTS: 16%

What do the screens show for `Cc1onc(-c2c(Cl)cccc2Cl)c1NC(=O)NN(C)C`?
tuberculosis growth: -18%; inhibitors of VEEV: 4.9%; Salmonella PhoP GFP: -2%; influenza NS1A: 1%; M. tuberculosis HTS: 14%

How did CC1(c2ccccc2Cl)NC(=O)N(CC(=O)NCc2ccc3c(c2)OCO3)C1=O (stereo not drawn) do in these assays?
tuberculosis growth: -4%; inhibitors of VEEV: 0.1%; Salmonella PhoP GFP: 0%; influenza NS1A: -6%; M. tuberculosis HTS: -5%

Next section (2 carried over from the part before).
What do the screens show for `Cc1onc(-c2c(Cl)cccc2Cl)c1NC(=O)NN(C)C`?
tuberculosis growth: -18%; inhibitors of VEEV: 4.9%; Salmonella PhoP GFP: -2%; influenza NS1A: 1%; M. tuberculosis HTS: 14%

How did CC1(c2ccccc2Cl)NC(=O)N(CC(=O)NCc2ccc3c(c2)OCO3)C1=O (stereo not drawn) do in these assays?
tuberculosis growth: -4%; inhibitors of VEEV: 0.1%; Salmonella PhoP GFP: 0%; influenza NS1A: -6%; M. tuberculosis HTS: -5%

What do the screens show for `CCOC(=O)c1ccc(-c2cccc(-c3cc(=O)oc4cc(OC)cc(OC)c34)c2)cc1`?
inhibitors of VEEV: 0.2%; influenza NS1A: -3%

How did COc1ccccc1C(CCNCc1ccc(N(C)C)cc1)c1ccc(OC(C)C)cc1 (stereo not drawn) do in these assays?
tuberculosis growth: inconclusive; inhibitors of VEEV: 0.2%; Salmonella PhoP GFP: 13%; influenza NS1A: 8.3µM*; M. tuberculosis HTS: inconclusive

Results for CC[C@]12c3[nH]c4cc(CCC(=O)N(C)C)ccc4c3CCN1C(=O)[C@@H](CC(=O)NCCN1CCOCC1)C[C@@H]2C(=O)N1CCN(C(=O)C2CC2)CC1 ?
inhibitors of VEEV: inactive; influenza NS1A: -2%

How did CCN(CC)C(=O)c1ccc(Nc2nnc(C)c3ccccc23)cc1 do in these assays?
tuberculosis growth: -3%; inhibitors of VEEV: 3.7%; Salmonella PhoP GFP: 2%; influenza NS1A: 2%; M. tuberculosis HTS: -4%

What do the screens show for `COc1ccc(CCNC(=O)CSc2nc3[nH]c(=O)cc(O)c3s2)cc1`?
tuberculosis growth: 14%; inhibitors of VEEV: inactive; influenza NS1A: 2%; M. tuberculosis HTS: -13%

Results for C=CC(=O)N1C/C=C\C(c2ccc(OC)cc2)N(Cc2ccc(F)cc2)C(=O)C1 (stereo not drawn) ?
inhibitors of VEEV: inactive; influenza NS1A: -3%; inhibitors of VEEV 10K pilot screen: 0.7

How did Cn1ccnc1SCC(=O)Nc1ccc2ccccc2c1 do in these assays?
tuberculosis growth: 7%; inhibitors of VEEV: 0.6%; Salmonella PhoP GFP: -8%; influenza NS1A: 9%; M. tuberculosis HTS: -13%

Results for O=C(CN1CCSCC1)N/N=C/c1cccc(Cl)c1 ?
tuberculosis growth: 2%; inhibitors of VEEV: 0.3%; Salmonella PhoP GFP: -4%; influenza NS1A: -8%; M. tuberculosis HTS: 6%

How did Cc1cc(OCCCn2ccnc2)cc(C)c1Cl do in these assays?
tuberculosis growth: -7%; inhibitors of VEEV: 1.0%; Salmonella PhoP GFP: 9%; influenza NS1A: -26%; M. tuberculosis HTS: inconclusive

What do the screens show for `CC1=C(C(N)=O)C(c2cccnc2)n2nc(SCc3ccccc3Cl)nc2N1` (stereo not drawn)?
tuberculosis growth: 3%; inhibitors of VEEV: 7.1%; Salmonella PhoP GFP: -14%; influenza NS1A: 5%; M. tuberculosis HTS: -4%

Results for COc1ccccc1N(C(=O)CNS(=O)(=O)c1ccccc1)C(C(=O)NCc1ccco1)C(C)C (stereo not drawn) ?
inhibitors of VEEV: 1.5%; influenza NS1A: 2%

Results for COc1ccc(CNC(=O)CN(C(=O)CCC(=O)Nc2nccs2)c2cccc(C)c2)cc1 ?
tuberculosis growth: 4%; inhibitors of VEEV: 2.4%; Salmonella PhoP GFP: -8%; influenza NS1A: -5%; M. tuberculosis HTS: 6%

How did O=C(O)COCC(=O)N1CCCN(c2nccc(C(F)(F)F)n2)CC1 do in these assays?
tuberculosis growth: 2%; inhibitors of VEEV: 1.1%; Salmonella PhoP GFP: -3%; influenza NS1A: -3%; M. tuberculosis HTS: 11%

Results for COc1cccc(C(=O)Nc2c(F)cccc2F)c1 ?
tuberculosis growth: -5%; inhibitors of VEEV: 2.3%; Salmonella PhoP GFP: 7%; influenza NS1A: -11%; M. tuberculosis HTS: -1%

How did Cc1nnc(SCC(=O)Nc2cc(C(N)=O)cc(C(N)=O)c2)n1-c1ccccc1 do in these assays?
tuberculosis growth: 15%; inhibitors of VEEV: inactive; Salmonella PhoP GFP: -2%; influenza NS1A: -5%; M. tuberculosis HTS: -5%

How did CCOC(=O)N1CCN(C(=O)CN(c2cccc(C(F)(F)F)c2)S(C)(=O)=O)CC1 do in these assays?
tuberculosis growth: -2%; inhibitors of VEEV: inactive; Salmonella PhoP GFP: 5%; influenza NS1A: 5%; M. tuberculosis HTS: 7%

Results for COCC(=O)NNS(=O)(=O)c1ccccc1[N+](=O)[O-] ?
tuberculosis growth: -11%; inhibitors of VEEV: 0.4%; Salmonella PhoP GFP: 0%; influenza NS1A: 5%; M. tuberculosis HTS: 2%

How did CC(NC(=O)c1ccccc1C(=O)O)c1ccc(-n2ccnc2)cc1 (stereo not drawn) do in these assays?
tuberculosis growth: -15%; inhibitors of VEEV: 0.4%; Salmonella PhoP GFP: -6%; influenza NS1A: -11%; M. tuberculosis HTS: -3%

What do the screens show for `COc1ccc(C(=O)c2ccc(CC(=O)O)s2)cc1`?
tuberculosis growth: 13%; inhibitors of VEEV: 0.3%; Salmonella PhoP GFP: -3%; influenza NS1A: -1%; M. tuberculosis HTS: 1%

How did O=C(Cc1cccc2ccccc12)N/N=C/c1ccc(Sc2nc3ccccc3s2)o1 do in these assays?
tuberculosis growth: 26%; inhibitors of VEEV: 3.2%; Salmonella PhoP GFP: -4%; influenza NS1A: 6%; M. tuberculosis HTS: -4%

What do the screens show for `O=C(COC(=O)C1CCN(S(=O)(=O)c2cccs2)CC1)Nc1ccc(F)cc1Cl`?
tuberculosis growth: 16%; inhibitors of VEEV: 2.5%; influenza NS1A: 5%; M. tuberculosis HTS: 9%

What do the screens show for `COc1cc(C#N)c(NC(=S)N2CCOCC2)cc1OC`?
tuberculosis growth: -22%; Salmonella PhoP GFP: 2%; M. tuberculosis HTS: -8%

How did CC(C(=O)O)N1c2cccc3cccc(c23)S1(=O)=O (stereo not drawn) do in these assays?
tuberculosis growth: -8%; inhibitors of VEEV: 1.0%; Salmonella PhoP GFP: -3%; influenza NS1A: 5%; M. tuberculosis HTS: 6%

Results for COc1ccc(/C=N/NC(=O)c2sc3nc(C)cc(C)c3c2N)cc1 ?
tuberculosis growth: -9%; inhibitors of VEEV: 1.1%; Salmonella PhoP GFP: -3%; influenza NS1A: -21%; M. tuberculosis HTS: -9%

What do the screens show for `COCCCNC(=O)c1ccccc1-c1cc(C)no1`?
tuberculosis growth: 0%; inhibitors of VEEV: inactive; Salmonella PhoP GFP: 0%; influenza NS1A: -7%; M. tuberculosis HTS: 3%

What do the screens show for `OC(CNC1CCCC1)COc1ccc(Cl)cc1` (stereo not drawn)?
tuberculosis growth: 18%; inhibitors of VEEV: 0.4%; Salmonella PhoP GFP: 0%; influenza NS1A: -27%; M. tuberculosis HTS: -4%

How did Cc1cc(C)n(-c2nc3c(c(=O)[nH]c(=O)n3C)n2Cc2cccc(Br)c2)n1 do in these assays?
tuberculosis growth: 10%; inhibitors of VEEV: 5.9%; Salmonella PhoP GFP: -8%; influenza NS1A: -2%; M. tuberculosis HTS: -1%

Results for O=C(NCCOc1ccccc1F)C1CCC(=O)N(CCc2cccc(F)c2)C1 (stereo not drawn) ?
tuberculosis growth: 11%; inhibitors of VEEV: inactive; Salmonella PhoP GFP: 5%; influenza NS1A: 7%; M. tuberculosis HTS: -6%

Results for CCSc1ccccc1C(=O)Nc1ccc2c(c1)OCO2 ?
tuberculosis growth: 13%; inhibitors of VEEV: inactive; Salmonella PhoP GFP: -3%; influenza NS1A: -5%; M. tuberculosis HTS: 6%

Results for COc1cccc(NC(=O)CN(C)S(=O)(=O)c2ccc3c(c2)CCC(=O)N3)c1 ?
tuberculosis growth: -8%; inhibitors of VEEV: 1.2%; Salmonella PhoP GFP: 4%; influenza NS1A: 4%; M. tuberculosis HTS: -8%

Results for COc1ccc2c(c1)C1CC(C)(NC(=O)C1S(=O)(=O)c1ccc(F)cc1)O2 (stereo not drawn) ?
tuberculosis growth: 0%; inhibitors of VEEV: 0.6%; Salmonella PhoP GFP: 2%; influenza NS1A: 8%; M. tuberculosis HTS: 2%

How did CCOC(=O)C1CCCN(CC(=O)Nc2ccc(C(=O)Nc3ccccc3OC)cc2)C1 (stereo not drawn) do in these assays?
inhibitors of VEEV: 9.2%; influenza NS1A: 13%

What do the screens show for `Cc1cccnc1NC(=O)CCNS(=O)(=O)c1ccc2c(c1)c(=O)n(C)c(=O)n2C`?
tuberculosis growth: 0%; inhibitors of VEEV: 3.2%; Salmonella PhoP GFP: -6%; influenza NS1A: 0%; M. tuberculosis HTS: -7%

Retrieved one by one from above, 3 records:
How did O=C(Cc1cccc2ccccc12)N/N=C/c1ccc(Sc2nc3ccccc3s2)o1 do in these assays?
tuberculosis growth: 26%; inhibitors of VEEV: 3.2%; Salmonella PhoP GFP: -4%; influenza NS1A: 6%; M. tuberculosis HTS: -4%

How did CCOC(=O)C1CCCN(CC(=O)Nc2ccc(C(=O)Nc3ccccc3OC)cc2)C1 (stereo not drawn) do in these assays?
inhibitors of VEEV: 9.2%; influenza NS1A: 13%

Results for COc1ccc2c(c1)C1CC(C)(NC(=O)C1S(=O)(=O)c1ccc(F)cc1)O2 (stereo not drawn) ?
tuberculosis growth: 0%; inhibitors of VEEV: 0.6%; Salmonella PhoP GFP: 2%; influenza NS1A: 8%; M. tuberculosis HTS: 2%
